USP2a inh: USP2a (human) protease inhibition. O75604. USP2 core, Ub-CHOP2 coupled fluorogenic reporter, 485/531. Potency, µM (doses to about 38.3 µM), without a hit: at the top dose activity change, negative = inhibition, hits mostly inhibitors. 330,000 compounds, 0.01% hits. AID 463254;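 also: potency is read from the fitted curve at half-maximal effect; plate controls were DMSO wells for no effect and full inhibition by NEM control for full effect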
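Cell-free coupled assay: 10nM USP2 core preincubated 30min RT with compound in Tris-HCl pH 8.0/CaCl2/CHAPS buffer, then 25nM Ub-CHOP2 and 25nM reporter substrate; fluorescence (Ex 485/Em 531) read after 60min RT, normalized to NEM inhibition, concentration-response curves fitted.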
TSHR antagonist: blocks TSH signaling through the human TSH receptor. P16473. TSHR-expressing cells, TSH-stimulated cAMP HTRF, 2 h; active compounds read low. activity change, negative = inhibition, % at 11.5 µM. 330,000 compounds, 0.2% hits. AID 504810;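 active = activity change below a set negative limit, meaning inhibition stronger than a set level, cut at about -70% in these data; inconclusive = activity change between two set negative limits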; also: % is scaled to controls: 0 for no effect and ±100 for the full control effect
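Freshly harvested TSHR cells receive pin-tooled compound, then EC80 TSH at 4nM final. After 2 hours at 37 deg C, antibody in lysis buffer and cAMP-d2 are added; 30 minutes at ambient temperature precede the HTRF read.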
Eya2 inh: Eya2 (human) phosphatase inhibition; recombinant Eya2, OMFP fluorescence dephosphorylation (OMFP is methylfluorescein phosphate); Potency, µM (series often up to 76.9 µM), without a hit: at the highest dose activity, negative = inhibition, hits mostly inhibitors; 330,000 compounds, 0.006% hits; also: potency is read from the fitted curve at half-maximal effect; % is scaled to controls: 0 for no effect and ±100 for the full control effect
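Eya2 protein (added as 0.2 uM solution) was preincubated with compound for 10 min at ambient temperature in 50 mM HEPES pH 7.5, 50 mM NaCl, 5 uM MgCl2, 0.05% BSA, 1 mM DTT. OMFP (added at 50 uM) then reacted 10 min; fluorescence read at 485/525 nm.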
ASM inhibitor: inhibitors of human secretory acid sphingomyelinase; placental ASM, HMU-PC fluorogenic substrate, 60 min; Potency, µM (doses to about 57.5 µM), without a hit: top-dose activity change, negative = inhibition, most hits filed as inhibitors; 340,000 compounds, 0.006% hits; AID 504937; also: potency is read from the fitted curve at half-maximal effect
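Human placenta-derived ASM enzyme was preincubated with compound for 10 minutes at room temperature, then given fluorogenic substrate HMU-PC0 (9 uM final) for 60 minutes at 37 °C; a pH 10 stop preceded fluorescence reading at Ex 386/Em 447 nm.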
Chronic BCR inh: inhibitors of chronic active B-cell receptor signaling | ABC-DLBCL IkBa-CBG/CBR reporter, luminescence ratio, 4 h | Potency, µM (doses to about 46.1 µM), for the others: at the highest dose ratio change, negative = lower green/red ratio, hits mostly inhibitors | 340,000 compounds, 0.05% hits; active = well fitted inhibition curve with a large enough effect in the signal ratio, with a control signal flat, not every such curve was filed as active; inconclusive = small, poorly fitted or top-dose-only effect, or effect the other way, or a change in a side signal; the % refers to the signal ratio;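 also: potency is read from the fitted curve at half-maximal effect; plate controls were basal doxycycline-induced cells for no effect and cells given 10 µM MG132 for full effect; MG132 reads +100%, hits lower the ratio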
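TMD8 ABC-DLBCL cells carrying doxycycline-inducible green luciferase fused to IkappaBalpha plus unfused red luciferase were exposed to compounds (up to 46 uM) for 4 hrs at 37C. Activity came from the overlap-corrected green/red luminescence ratio.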
PKM2 activator: PKM2 (human) enzyme activation; P14618; purified PKM2, Kinase-Glo ATP luminescence, activation; response scale: 0% is enzyme alone, no compound; Potency, µM (top dose mostly 57.5 µM), without a hit: at the top dose activation, hits mostly activators; 260,000 compounds, 0.34% hits; also: potency is read from the fitted curve at half-maximal effect; % is scaled to controls: 0 for no effect and ±100 for the full control effect; nearly all actives have a fitted effect of over 55% in size
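hPK-M2, >95% pure; 0.1 mM ADP / 0.5 mM PEP final; imidazole pH7.2 buffer w/ 7 mM MgCl2, 50 mM KCl; 1 h RT; Kinase-Glo lum. Intermediate enzyme activity for dual inhibitor/activator qHTS.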
Menin MLL FP TR: inhibitors of human menin-MLL interaction, mutant MLL peptide; Potency, µM (highest dose often 61.6 µM), inactives show at the highest dose FP activity change, negative = inhibition, usual class: inhibitors; O00255; 270,000 compounds, 0.23% hits; Menin + Texas Red MLL mutant peptide, fluorescence polarization; active = well fitted inhibition curve with a large enough effect in the polarisation, with a control signal flat, not every such curve was filed as active; inconclusive = small, poorly fitted or top-dose-only effect, or effect the other way, or a change in a side signal; inactive = no such curve, though single readings can be large or run the other way; the % refers to the polarisation; also: potency is read from the fitted curve at half-maximal effect; % of control where 0% means no effect; many of its hits are not listed in these tables
Target sequence (O00255 whole entry, looked up): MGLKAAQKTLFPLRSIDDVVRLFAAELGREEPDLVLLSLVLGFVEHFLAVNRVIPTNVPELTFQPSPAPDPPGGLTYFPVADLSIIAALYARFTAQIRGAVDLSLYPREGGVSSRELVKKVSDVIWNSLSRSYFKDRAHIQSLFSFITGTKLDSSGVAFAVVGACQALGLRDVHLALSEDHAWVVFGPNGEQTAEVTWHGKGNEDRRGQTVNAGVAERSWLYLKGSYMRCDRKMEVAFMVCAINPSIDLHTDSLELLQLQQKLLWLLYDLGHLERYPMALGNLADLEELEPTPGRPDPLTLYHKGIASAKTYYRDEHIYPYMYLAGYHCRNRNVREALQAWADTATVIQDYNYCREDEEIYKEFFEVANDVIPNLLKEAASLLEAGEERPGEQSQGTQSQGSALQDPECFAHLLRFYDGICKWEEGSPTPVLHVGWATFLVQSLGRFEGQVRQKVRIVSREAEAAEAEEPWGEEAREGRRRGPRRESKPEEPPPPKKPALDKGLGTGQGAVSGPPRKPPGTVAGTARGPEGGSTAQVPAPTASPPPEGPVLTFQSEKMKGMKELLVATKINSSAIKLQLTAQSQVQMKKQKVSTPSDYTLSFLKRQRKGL
MBNL1-CUG inh: MBNL1-poly(CUG) RNA binding inhibition | Q9NR56 | TR-FRET MBNL1-His/biotin-(CUG)12 binding, 665/545 ratio | Potency, µM (doses to about 57.5 µM), without a hit: at the highest dose activity change, negative = inhibition, usual class: inhibitors | 280,000 compounds, 0.036% hits; active = well fitted inhibition curve with a large enough effect in the signal ratio, with a control signal flat, not every such curve was filed as active; inconclusive = small, poorly fitted or top-dose-only effect, or effect the other way, or a change in a side signal; inactive = no such curve, though single readings can be large or run the other way; the % refers to the signal ratio; also: potency is read from the fitted curve at half-maximal effect; % is scaled to controls: 0 for no effect and ±100 for the full control effect
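Compounds (final 92 nM to 58 uM) are added to His-tagged MBNL1 and biotin-(CUG)12, then terbium anti-His antibody and streptavidin-XL665 (5 nM final). After 60 min at room temperature, the 665/545 nm ratio is read.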
Mito fusion act: mitochondrial division inhibition or fusion activation. 320,000 compounds, 0.23% hits. S. cerevisiae fusion-defective mutant growth rescue, CellTiterGlo 48 h. Potency, µM (top dose mostly 46.1 µM), inactives show at the highest dose growth rescue (activation), hits mostly activators;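 also: potency is read from the fitted curve at half-maximal effect; % of control where 0% means no effect; nearly all actives have a fitted effect of over 45% in size; temperature-sensitive fusion mutants such as fzo1-1 at 37 °C on non-fermentable ethanol glycerol medium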
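Compounds are tested for their ability to restore growth of mitochondrial fusion-defective yeast strains at non-permissive 37C in YPEG medium over 48 hours. Viability is quantified by luciferase luminescence.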
hERG WT inh: KCNH2 (human, wildtype) channel inhibition; activity change, % at 1.84 µM; 340,000 compounds, 0.37% hits; U2OS, BacMam KCNH2, thallium flux FluxOr; active compounds read low;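 active = maximum activity change below -70%; inconclusive = maximum activity change between -70% and -50%; inactive = maximum activity change above -50%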; also: % is scaled to controls: 0 for no effect and ±100 for the full control effect
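U2OS cells transduced with wild-type KCNH2 virus are loaded with FluxOr dye for 45 min, and thallium flux is measured in kinetic reads before and after stimulation buffer. Rate constants are normalized to DMSO controls.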
GALK inhibitor: galactokinase (human) inhibition; Purified GALK, Kinase-Glo residual ATP luminescence; Potency, µM (top dose mostly 57.5 µM), for the others: at the highest dose activity change, negative = inhibition, most hits filed as inhibitors; 270,000 compounds, 0.007% hits; also: potency is read from the fitted curve at half-maximal effect; % is scaled to controls: 0 for no effect and ±100 for the full control effect
Target sequence (P51570 whole entry, looked up): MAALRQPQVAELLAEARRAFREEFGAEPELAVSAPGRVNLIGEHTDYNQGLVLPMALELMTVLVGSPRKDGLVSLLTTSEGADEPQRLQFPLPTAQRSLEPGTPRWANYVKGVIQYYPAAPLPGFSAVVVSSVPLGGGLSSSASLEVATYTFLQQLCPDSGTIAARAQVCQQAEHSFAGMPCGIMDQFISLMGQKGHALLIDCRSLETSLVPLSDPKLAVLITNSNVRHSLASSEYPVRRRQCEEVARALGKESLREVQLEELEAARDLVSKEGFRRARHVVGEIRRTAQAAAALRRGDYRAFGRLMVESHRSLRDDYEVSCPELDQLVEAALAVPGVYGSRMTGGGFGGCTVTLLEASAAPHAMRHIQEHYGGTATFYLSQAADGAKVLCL
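Human GALK (5 nM) with 35 uM ATP and 100 uM galactose in 20 mM HEPES pH 8.0, 5 mM MgCl2, 60 mM NaCl, 1 mM DTT, 0.01% BSA. After 1 h at room temperature, leftover ATP was read by Kinase-Glo Plus luminescence.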
* marks the source's active call; other numbers are inactive results; ? = inconclusive; . = not tested or not shown; & = joins results of further samples; [ ] = another dose, or the depositor's remark. Unless noted, calls follow the shape of the dose curve; as a rule, active = well fitted curve in the direction sought with a large enough effect; inconclusive = small, poorly fitted or top-dose-only effect, or another doubt; inactive = no such curve, though single readings can be large; an effect the other way counts as inactive or inconclusive. A portion of the library; the hit share may differ from the screen's.

SMILES	USP2a inh	TSHR antagonist	Eya2 inh	ASM inhibitor	Chronic BCR inh	PKM2 activator	Menin MLL FP TR	MBNL1-CUG inh	Mito fusion act	hERG WT inh	GALK inhibitor
COc1ccc(CCNC(=O)CC(C)(C)CC2=NS(=O)(=O)c3ccccc3N2)cc1OC	0%	-1	13%	2%	-11%	.	.	-4%	-1%	-5	7%
Cc1ccc(-n2nc(C(=O)N/N=C/c3cccc(C(F)(F)F)c3)c3ccccc3c2=O)cc1C	-1%	3	12%	-3%	-1%	-3%	-4%	-7%	-4%	-5	0%
CCCCn1c(N2CCCC2)nc2c1c(=O)[nH]c(=O)n2C	-2%	-6	-10%	2%	?	.	-4%	0%	1%	3	0%
CC(c1ccccc1)n1c(-c2ccccc2F)n[nH]c1=S (stereo unspecified)	0%	-30	5%	-4%	3%	8%[11.5 µM]	-14%	5%	2%	4	-3%
C[C@H](CO)N1C[C@H](C)[C@@H](CN(C)CC2CCCCC2)Oc2c(NC(=O)C3CC3)cccc2C1=O	2%	-6	?	-2%	?	.	.	.	.	-3	.
O=c1c2ccccc2ncn1CCCSc1ccc(Cl)cc1	1%	-8	2%	-10%	5%	1%	25%	5%	0%	-23	0%
O=C(CN1CCC(O)(c2ccc3c(c2)OCO3)CC1)NC1CCCCC1	2%	-1	-3%	3%	-1%	1%	5%	-5%	0%	2	0%
CC(=O)Nc1cc2c(cc1[N+](=O)[O-])OCCO2	-6%	9	3%	1%	-15%	-1%	4%	?	-3%	-4	4%
O=C(Cn1nnc2ccccc21)C1CC1	-1%	-3	8%	1%	-1%	-2%	-2%	2%	-1%	-1	0%
COc1cc(NC(=O)c2cccnc2SC)cc(OC)c1OC	0%	2	-5%	-2%	-21%	-4%	1%	-3%	-4%	0	5%
CCc1nnc(NC(=O)CSc2nc3c([nH]c4ccccc43)c(=O)n2CCOC)s1	2%	3	-3%	-3%	5%	-7%	.	-2%	1%	17	-2%
COc1cc(C(=O)NNC(=O)Cc2ccc(S(=O)(=O)N3CCOCC3)s2)cc(OC)c1OC	-2%	14	1%	-1%	4%	6%	3%	-2%	2%	-6	-4%
S=C(NCCCn1ccnc1)Nc1ccc(Cl)cc1Cl	2%	-2	-6%	1%	-3%	3%	-12%	-4%	-2%	-8	2%
CC(C)OCCCn1c(=NC(=O)c2ccncc2)c(C#N)cc2c(=O)n3ccccc3nc21	4%	-13	14%	52%[activator]	4%	-28%	12%	?	6%	-12	-1%
C[C@@H](NC(=O)C1(c2ccccc2)CCN(C(=O)OC(C)(C)C)CC1)C(=O)N[C@@H](Cc1ccccc1)C(=O)O	2%	2	4%	2%	-20%	-9%	0%	1%	-4%	1	.
CCOC(=O)[C@@H]1[C@H]2COc3ccccc3[C@H]2N2C(=O)N(c3cccc(Cl)c3)C(=O)[C@]12C	1%	27	4%	-2%	-2%	.	.	.	.	-23	.
Cc1ccc(NC2=NC(c3ccc(O)cc3)n3c(nc(C)cc3=O)N2)cc1 (stereo unspecified)	3%	7	-7%	-1%	1%	23%	-24%	-2%	2%	-13	6%
Cc1cccc(N2CCN(S(=O)(=O)c3c(C)[nH]c(C)c3C(=O)N3CCCC3)CC2)c1C	0%	4	1%	3%	1%	.	4%	-1%	-8%	9	4%
CSc1ccc(CNc2cccc3ccccc23)cc1	-2%	-14	-38%	6%	8%	-2%	?	2%	13%	-1	-1%
CCCn1cc(CN2CCC(N3CCC(C(=O)N4CCOCC4)CC3)CC2)c(C)n1	11%	-7	19%	-3%	-10%	-1%	.	-10%	-13%	8	-2%
CC(=O)Nc1sc2c(c1-c1nc3ccccc3s1)CCN(C(C)C)C2	?	7&-6	-10%	19%	?	3%	-9%	?	-5%	-1	1%
Cc1nn(S(=O)(=O)c2cccs2)c(C)c1Sc1ccc([N+](=O)[O-])cc1	-5%	-16	-2%	-3%	10%	3%	33%[activator]	4%	-4%	-1	-1%
NC(=O)c1ccc(NC(=O)COC(=O)c2ccc3c(c2)OCCO3)cc1	7%	2	7%	3%	?	2%	.	30%[activator]	6%	-15	-1%
C[N+](C)(C)CCCN(Cc1ccc2c(c1)OCO2)C(=O)NC1CCCCC1	1%	1	-24%	9%	3%	-9%	.	1%	-2%	4	7%
NC(=O)c1ccsc1NC(=O)CSc1nncs1	1%	.	-4%	0%	8%	.	.	.	-7%	-12	.
CN(CC(=O)Nc1ccc(Cl)c(C(F)(F)F)c1)C(=O)c1ccc(OCC2CCCO2)cc1 (stereo unspecified)	-3%	-23	-23%	-23%	-2%	.	.	.	3%	4	.
COc1ccccc1CNC(=O)CSc1ccc(-c2ccncc2)nn1	2%	2	-24%	-2%	-5%	-3%	-7%	7%	-5%	-3	1%
CN1/C(=C\C(=O)Nc2cccc(Cl)c2)C(C)(C)c2ccccc21	-4%	-10	-1%	?	12%	-4%	?	-10%	20%	2	1%
O=C(C1CC1)N1N=C(c2ccc(Cl)cc2)CC1(O)C(F)(F)F (stereo unspecified)	0%	1	-7%	-5%	-4%	.	-16%	3%	-18%	.	3%
COc1ccc(/C(C)=N/NC(=O)c2cc(C)[nH]n2)c(OC)c1	3%	-2	-6%	0%	3%	-3%	12%	0%	7%	-7	1%

Record cards (already shown). Order of values: USP2a inh, TSHR antagonist, Eya2 inh, ASM inhibitor, Chronic BCR inh, PKM2 activator, Menin MLL FP TR, MBNL1-CUG inh, Mito fusion act, hERG WT inh, GALK inhibitor
Record of `NC(=O)c1ccc(NC(=O)COC(=O)c2ccc3c(c2)OCCO3)cc1` = 7%, 2, 7%, 3%, ?, 2%, ., 30%[activator], 6%, -15, -1%
Record of `CSc1ccc(CNc2cccc3ccccc23)cc1` = -2%, -14, -38%, 6%, 8%, -2%, ?, 2%, 13%, -1, -1%
Record of `CN(CC(=O)Nc1ccc(Cl)c(C(F)(F)F)c1)C(=O)c1ccc(OCC2CCCO2)cc1` (stereo unspecified) = -3%, -23, -23%, -23%, -2%, ., ., ., 3%, 4, .
Record of `COc1ccccc1CNC(=O)CSc1ccc(-c2ccncc2)nn1` = 2%, 2, -24%, -2%, -5%, -3%, -7%, 7%, -5%, -3, 1%
Record of `C[N+](C)(C)CCCN(Cc1ccc2c(c1)OCO2)C(=O)NC1CCCCC1` = 1%, 1, -24%, 9%, 3%, -9%, ., 1%, -2%, 4, 7%

Remaining list, next part.
SMILES	USP2a inh	TSHR antagonist	Eya2 inh	ASM inhibitor	Chronic BCR inh	PKM2 activator	Menin MLL FP TR	MBNL1-CUG inh	Mito fusion act	hERG WT inh	GALK inhibitor
CC(=O)Nc1ccc(S(=O)(=O)Nc2nc(C)nc3sc(C)c(C)c23)cc1	2%	4	7%	4%	-1%	.	.	.	.	0	.
CN1C(=O)N(CC(=O)N2CCN(S(=O)(=O)Cc3ccccc3)CC2)C(=O)C12CCCCC2	0%	8	7%	1%	1%	.	.	.	0%	0	.
Nc1cc(-c2cccc([N+](=O)[O-])c2)[nH]n1	2%	-2	4%	3%	?	-3%	-10%	?	-1%	0	-3%
Cc1ccc(-c2cc(C(=O)OCC(=O)N(C)C3CCS(=O)(=O)C3)c3ccccc3n2)o1 (stereo unspecified)	3%	-4	-13%	.	?	?	11%	?	-11%	15	0%
O=C(CC(=O)c1ccccc1)Nc1cc([N+](=O)[O-])ccc1Cl	0%	-13	-8%	-1%	-7%	3%	?	?	-2%	36	5%

Screens from PubChem BioAssay.
